Screens from PubChem.
GPR151 activ: activators of human GPR151 | AID 1508602 | activation, % at 11.2 µM | Q8TDV0 | actives 1% (n = 650,000) | PathHunter beta-arrestin GPR151 cells, luminescence; in the data active means activation above about 4.9%;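 further: 0% = median of compound wells and 100% = cells with positive control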
Target sequence (Q8TDV0 whole entry, looked up): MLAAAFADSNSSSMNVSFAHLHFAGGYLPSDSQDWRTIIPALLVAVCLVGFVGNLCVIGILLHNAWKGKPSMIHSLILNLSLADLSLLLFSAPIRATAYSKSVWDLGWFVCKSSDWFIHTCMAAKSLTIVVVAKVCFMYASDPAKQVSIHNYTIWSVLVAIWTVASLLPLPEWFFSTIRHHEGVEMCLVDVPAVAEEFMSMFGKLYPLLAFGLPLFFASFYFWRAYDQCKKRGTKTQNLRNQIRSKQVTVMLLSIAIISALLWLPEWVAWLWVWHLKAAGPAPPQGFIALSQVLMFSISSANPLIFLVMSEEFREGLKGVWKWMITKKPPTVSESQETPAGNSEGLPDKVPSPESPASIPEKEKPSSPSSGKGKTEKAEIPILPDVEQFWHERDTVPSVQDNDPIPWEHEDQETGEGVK
FBW7 act: human FBW7 E3 ligase activation, primary screen; normalized activity (activation), % at 26.1 µM; AlphaScreen FBW7–phospho-cyclin E peptide binding, activator screen; actives 0.13% (n = 650,000); in the data active means normalized activity above about 1.9%;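 further: purified mutant Fbw7 with reduced substrate affinity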
TEAD-YAP block: TEAD-YAP interaction inhibition | actives 1.4% (n = 640,000) | HEK-TIYL cells, TEAD-Gal4/YAP UAS-luciferase luminescence | inhibition, % at 9.12 µM; in the data active means inhibition above about 32%;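 further: 0% = median of test compound wells and 100% = reference inhibitor wells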
MITF inh: blocks human microphthalmia-associated transcription factor; inhibition, % at 2.6 µM; AID 1259374; actives 0.91% (n = 650,000); AlphaScreen MITF homodimerization, bead proximity signal; O75030; in the data active means inhibition above about 50%;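 further: 0% = vehicle wells with protein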
Target sequence (O75030 whole entry, looked up): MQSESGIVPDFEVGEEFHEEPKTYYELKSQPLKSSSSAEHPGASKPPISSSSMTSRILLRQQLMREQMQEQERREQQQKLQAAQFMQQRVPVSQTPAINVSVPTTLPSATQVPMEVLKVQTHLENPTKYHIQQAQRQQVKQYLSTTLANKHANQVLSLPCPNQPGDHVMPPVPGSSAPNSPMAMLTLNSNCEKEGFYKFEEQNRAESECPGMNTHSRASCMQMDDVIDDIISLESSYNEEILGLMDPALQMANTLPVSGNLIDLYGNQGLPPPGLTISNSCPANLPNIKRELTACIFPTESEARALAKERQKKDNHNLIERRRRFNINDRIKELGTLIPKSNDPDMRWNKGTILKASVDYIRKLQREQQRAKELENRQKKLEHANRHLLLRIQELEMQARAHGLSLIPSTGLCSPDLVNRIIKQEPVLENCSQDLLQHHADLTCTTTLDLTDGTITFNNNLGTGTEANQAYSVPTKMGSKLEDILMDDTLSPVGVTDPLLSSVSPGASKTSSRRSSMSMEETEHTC
* hit, by the source's call.

1: Cc1cc(C)c2nc3n(c2c1)C(=O)CS3
2: C=CCN(c1ccc(C(=O)NCCSCc2cccc(C)c2)cc1)S(C)(=O)=O
3: O=C(Cn1cnc2sc3c(c2c1=O)CCCC3)N1CCN(c2ccccn2)CC1
4: Cc1cc(CN2C(=O)NC(C)(C)C2=O)c(CN2C(=O)NC(C)(C)C2=O)cc1C
5: Cc1cccc(CNc2nc(C)c(-c3ccn(CCN4CCOCC4)n3)s2)c1
6: c1cncc(CNc2nc(Nc3nccc4ccccc34)nc3c2ncn3C2CCCCC2)c1
7: CCC(=O)OC1CC(C)N(C(=O)c2ccccc2)c2ccc(C)cc21 (stereo not drawn)
8: COC(=O)c1ccc2c(c1)C(=O)N(C1CCCCC1)C2=O

Assay by compound	1	2	3	4	5	6	7	8
GPR151 activ	1.7	-1.1	0.0	1.7	-0.2	-0.9	-0.6	0.5
FBW7 act	0.0	0.0	-0.1	0.0	0.0	-0.1	0.0	0.1
TEAD-YAP block	4	7	8	7	3	-11	-7	4
MITF inh	-2	-2	10	-8	7	16	16	4

9: CC(C)c1ccc(OCC(=O)Nc2nc(-c3ccccc3)cs2)cc1
10: COc1cc(C(=O)NCc2ccc(C)cc2)c([N+](=O)[O-])cc1OC
11: O=C(Nc1nnc(-c2ccc3c(c2)CCCC3)o1)c1cccc([N+](=O)[O-])c1
12: COc1ccccc1N1CCN(C(=O)c2ccc(N(C)C)cc2)CC1
13: COc1ccc(N2C(=O)C(Cl)=C(Oc3ccc(Cl)cc3)C2=O)cc1
14: Fc1ccc(C2=CC(c3ccc(Br)o3)n3nnnc3N2)cc1 (stereo not drawn)
15: NCCC(=O)N1CCOCCOCCOCCOCC1
16: CC(C)c1ccc(C2/C(=C(/O)c3ccc(F)cc3)C(=O)C(=O)N2CCCN2CCOCC2)cc1 (stereo not drawn)

Assay by compound	9	10	11	12	13	14	15	16
GPR151 activ	0.3	4.6	1.5	0.7	-0.5	-1.3	-1.3	-1.0
FBW7 act	0.2	0.4	0.0	0.0	-0.1	-0.1	0.0	0.2
TEAD-YAP block	8	-4	-3	-1	3	-1	-1	2
MITF inh	4	19	3	9	4	7	12	18

17: CC(=O)CCC(=O)Nc1ccc(-c2nnc3n2CCCCC3)cc1
18: COc1cccc(OCc2nc(-c3cccc(OC)c3)no2)c1
19: COc1ccccc1NC(=S)N(Cc1cccs1)C1CCCC1
20: O=C(CCn1cnc2ccccc2c1=O)Nc1ccc2c3c(cccc13)CC2
21: CCOC(=O)c1c(C)[nH]c(C)c1C(=O)COC(=O)/C=C/c1ccc(Cl)cc1
22: COc1cccc(NC(=O)C2C3C=CC4(O3)C2C(=O)N(CCC2=CCCCC2)C4C(=O)NC2CCCCC2C)c1 (stereo not drawn)
23: CN1CCN(C(=O)CC2(c3ccccc3)CC(=O)N(Cc3ccncc3)C2=O)CC1 (stereo not drawn)
24: COc1cccc2cc(S(=O)(=O)c3ccc(C)c(C)c3)c(=O)oc12

Assay by compound	17	18	19	20	21	22	23	24
GPR151 activ	2.2	-1.1	0.6	-1.4	0.3	-1.5	0.3	1.7
FBW7 act	0.0	0.0	-0.2	0.4	-0.1	0.0	-0.1	0.0
TEAD-YAP block	-9	-3	-2	4	1	-4	-9	2
MITF inh	-7	-15	-8	9	-16	5	-13	-9

25: CCCC(=O)Nc1ccc(S(=O)(=O)Nc2cc(C)on2)cc1
26: COc1ccc(C2/C(=C(/O)c3ccc(C)cc3)C(=O)C(=O)N2CCCC(=O)O)c(OC)c1 (stereo not drawn)
27: O=C(Nc1ncnc2sc3c(c12)CCCC3)c1ccccc1Cl
28: CSc1ccccc1NC(=O)CN(C)C(=O)/C=C/c1ccccc1
29: c1ccc(-c2cc(Nc3ccc(OCCN4CCCCC4)cc3)ncn2)cc1
30: C=CCc1ccc(OCC(O)CN2CCN(CC)CC2)c(OC)c1 (stereo not drawn)
31: COC(=O)c1c(NC(=O)COc2ccc3c(c2)OCO3)sc(C)c1C
32: CCOc1ccc(CC(=O)Nc2ccccc2C(N)=O)cc1OCC

Assay by compound	25	26	27	28	29	30	31	32
GPR151 activ	-1.3	7.8*	1.6	0.4	-0.8	0.8	-0.7	0.1
FBW7 act	-0.2	-0.3	0.2	0.0	0.3	0.0	0.6	0.6
TEAD-YAP block	8	8	-14	-12	0	2	6	-11
MITF inh	-8	-9	-2	4	7	-11	14	-6

33: CC1=C(C(=O)N2CCCCC2)C(c2cccs2)NC(=O)N1 (stereo not drawn)
34: N=C1/C(=C/c2ccc(SCc3ccccc3)o2)C(=O)N=C2SC=CN12
35: COCc1ccc(CN2CCCC(CO)(Cc3ccccc3)C2)o1 (stereo not drawn)
36: COc1ccc(CNC(=S)NCCN2CCOCC2)cc1OC
37: N#Cc1ccc(NC(=O)CSC2=NCCN2)cc1
38: Cc1cc2ccccn2c1C(=O)c1ccc([N+](=O)[O-])cc1[N+](=O)[O-]
39: O=C(NC1CC1)c1ccc(N2CCc3ccccc32)c([N+](=O)[O-])c1
40: O=C1OC(c2cccc(F)c2)=N/C1=C/c1ccc(-c2ccccc2[N+](=O)[O-])o1

Assay by compound	33	34	35	36	37	38	39	40
GPR151 activ	0.5	-0.4	0.6	-1.5	-1.1	1.6	-1.3	-1.1
FBW7 act	0.0	0.0	0.2	0.0	-0.1	0.2	-0.5	-0.2
TEAD-YAP block	0	-21	-1	-8	17	7	-15	5
MITF inh	13	4	7	0	-2	14	13	-4

41: COc1ccc(C2CC(c3ccccc3)n3ncnc3N2)cc1 (stereo not drawn)
42: O=c1oc(/C=C/c2cccs2)nc2sc3c(c12)CCCC3
43: CCOc1ccc(C(C)=O)cc1N1C(=O)C2C3c4ccccc4C(c4ccccc43)C2C1=O (stereo not drawn)
44: CN(C)c1ccc(-c2nnn(CC(=O)N3CCN(Cc4ccc5c(c4)OCO5)CC3)n2)cc1
45: O=C(CN(CC1CC=CCC1)CC1CCCO1)Oc1ccccc1P(=O)(O)O (stereo not drawn)
46: CCOc1ccc(NC(=O)C2CCC(CNc3c(N4CCOCC4)c(=O)c3=O)CC2)cc1 (stereo not drawn)
47: COC(=O)c1ccccc1NC(=O)c1cc(Br)cc(C)c1OC
48: O=[N+]([O-])c1cc(N=Cc2nc(-c3ccc(Cl)cc3)oc2O)ccc1Cl

Assay by compound	41	42	43	44	45	46	47	48
GPR151 activ	-0.2	-0.8	-1.1	0.3	0.0	0.1	0.8	1.0
FBW7 act	0.1	0.2	-0.3	0.0	0.0	-0.3	-0.1	0.0
TEAD-YAP block	12	14	-3	-10	-6	-1	-17	5
MITF inh	-11	16	8	0	-3	10	1	-5

49: CCC(=O)Nc1ccc(C(=O)N2CCc3ccccc3C2)cc1
50: Cc1ccc(/C=N/NC(=O)COc2c(C)cccc2C)c(O)c1
51: CC(C)NCCOCCOc1cccc(Cl)c1Cl
52: CCOCCCNC(=O)C(Cc1ccccc1)NC(=O)c1ccco1 (stereo not drawn)
53: CNC(=O)c1cc(F)ccc1Nc1cc(Nc2ccc3c(c2)NC(=O)C3)ncc1C(F)(F)F
54: CCOc1ccc(N2CC(C(=O)NCCCOC)CC2=O)cc1 (stereo not drawn)
55: COc1ccc(N2CCN(C3CCCN(C(=O)NCc4ccccc4)C3)CC2)cc1 (stereo not drawn)
56: O=C1OC(c2cc(Cl)ccc2Cl)=N/C1=C\C=C\c1ccccc1

Assay by compound	49	50	51	52	53	54	55	56
GPR151 activ	-0.8	1.3	0.4	-1.0	0.3	1.0	-1.4	2.6
FBW7 act	-0.1	0.0	-0.2	0.0	-0.2	0.2	0.2	0.1
TEAD-YAP block	-3	3	-1	0	39*	6	0	12
MITF inh	-4	-1	35	20	7	8	5	12

57: O=C(Nc1ccnn1C1CCN(Cc2ccc3c(c2)OCCO3)CC1)C1CCCC1
58: O=C(Nc1cccc(-c2nc3ncccc3o2)c1)c1ccc(Br)cc1
59: CCc1ccccc1Nc1nc(-c2cccnc2)cs1
60: COc1cc(/C=C2/C(=N)N3OC(C)=CC3=NC2=O)ccc1OCc1ccccc1C
61: CCN(CC)CCCOc1cccc(C(C)=O)c1
62: O=C(Nc1nccs1)C1CCCN1S(=O)(=O)c1cccc2cccnc12 (stereo not drawn)
63: COc1cc(OC)cc(C(=O)Nc2ccc(-c3nc4ccccc4s3)cc2)c1
64: COc1ccc(-n2nc(C(=O)Nc3ccc(Cl)cn3)c3ccccc3c2=O)cc1

Assay by compound	57	58	59	60	61	62	63	64
GPR151 activ	2.1	-0.9	-1.8	-2.4	-0.2	0.5	-0.7	-0.4
FBW7 act	-0.1	-0.1	0.9	0.9	0.0	-0.1	0.1	0.2
TEAD-YAP block	-6	2	-43	-27	6	0	-31	-5
MITF inh	-3	-4	-11	0	1	16	-11	16

65: c1ccc(CN2CCN(Cc3cccnc3)CC2)nc1
66: CCCCCCOc1ccc(C2C(=O)N(C3CCC(C)CC3)CC(=O)N2CCC2=CCCCC2)cc1 (stereo not drawn)
67: c1ccc(Oc2nc(Oc3ccccc3)nc(N3CCOCC3)n2)cc1
68: O=C(/C=C/c1cccc(Cl)c1)NCc1ccc(F)cc1
69: CC(=O)Nc1ccc(NC(=O)C2C3C=CC(C3)C2C(=O)O)cc1 (stereo not drawn)
70: CC(C)CC(=O)NC1(C(F)(F)F)C(=O)N(CC(C)C)C2=C1C(=O)CC(C)(C)C2 (stereo not drawn)
71: CCc1ccc(C2CC(c3ccc(OC)c(OC)c3OC)n3nnnc3N2)cc1 (stereo not drawn)
72: Cn1c(C2COc3ccccc3O2)nc2cc(-c3ccncc3)ccc21 (stereo not drawn)

Assay by compound	65	66	67	68	69	70	71	72
GPR151 activ	0.4	1.0	-2.4	-1.3	-1.1	0.6	1.5	0.1
FBW7 act	-0.2	0.0	0.1	-0.1	-0.1	0.0	0.0	0.2
TEAD-YAP block	0	-1	-14	-15	7	-4	4	-31
MITF inh	74*	9	27	7	-11	-4	-9	-73

73: CCN1CCN(C(=O)c2cccs2)CC1
74: O=C(CSc1nc2ccsc2c(=O)n1CCN1CCCC1)NCCC1=CCCCC1
75: Cc1ccc(NC(=O)CNC(=O)c2ccccc2)cc1
76: CCN(CC)c1ncnc2c1sc1nc3c(cc12)COC(C)(C)C3
77: CCN(CC)c1ncnc2sc(C(=O)N3CCC(C)CC3)c(C)c12
78: O=C(Nc1nc2ccc(Br)cc2s1)c1ccc(Oc2ccccc2)cc1
79: CCN1C(C)=CS/C1=C(/C#N)c1nnc2n1-c1ccccc1SC2

Assay by compound	73	74	75	76	77	78	79
GPR151 activ	-0.7	0.9	-1.5	0.0	2.8	1.0	0.5
FBW7 act	0.5	0.0	0.0	-0.1	0.0	0.2	-0.1
TEAD-YAP block	-6	15	-63	-2	6	0	2
MITF inh	-1	6	-6	9	4	12	-3

Among those listed so far, these have an aryl methoxy group:
10: COc1cc(C(=O)NCc2ccc(C)cc2)c([N+](=O)[O-])cc1OC
12: COc1ccccc1N1CCN(C(=O)c2ccc(N(C)C)cc2)CC1
13: COc1ccc(N2C(=O)C(Cl)=C(Oc3ccc(Cl)cc3)C2=O)cc1
18: COc1cccc(OCc2nc(-c3cccc(OC)c3)no2)c1
19: COc1ccccc1NC(=S)N(Cc1cccs1)C1CCCC1
22: COc1cccc(NC(=O)C2C3C=CC4(O3)C2C(=O)N(CCC2=CCCCC2)C4C(=O)NC2CCCCC2C)c1 (stereo not drawn)
24: COc1cccc2cc(S(=O)(=O)c3ccc(C)c(C)c3)c(=O)oc12
26: COc1ccc(C2/C(=C(/O)c3ccc(C)cc3)C(=O)C(=O)N2CCCC(=O)O)c(OC)c1 (stereo not drawn)
30: C=CCc1ccc(OCC(O)CN2CCN(CC)CC2)c(OC)c1 (stereo not drawn)
36: COc1ccc(CNC(=S)NCCN2CCOCC2)cc1OC

Assay by compound	10	12	13	18	19	22	24	26	30	36
GPR151 activ	4.6	0.7	-0.5	-1.1	0.6	-1.5	1.7	7.8*	0.8	-1.5
FBW7 act	0.4	0.0	-0.1	0.0	-0.2	0.0	0.0	-0.3	0.0	0.0
TEAD-YAP block	-4	-1	3	-3	-2	-4	2	8	2	-8
MITF inh	19	9	4	-15	-8	5	-9	-9	-11	0

41: COc1ccc(C2CC(c3ccccc3)n3ncnc3N2)cc1 (stereo not drawn)
47: COC(=O)c1ccccc1NC(=O)c1cc(Br)cc(C)c1OC
55: COc1ccc(N2CCN(C3CCCN(C(=O)NCc4ccccc4)C3)CC2)cc1 (stereo not drawn)
60: COc1cc(/C=C2/C(=N)N3OC(C)=CC3=NC2=O)ccc1OCc1ccccc1C
63: COc1cc(OC)cc(C(=O)Nc2ccc(-c3nc4ccccc4s3)cc2)c1
64: COc1ccc(-n2nc(C(=O)Nc3ccc(Cl)cn3)c3ccccc3c2=O)cc1
71: CCc1ccc(C2CC(c3ccc(OC)c(OC)c3OC)n3nnnc3N2)cc1 (stereo not drawn)

Assay by compound	41	47	55	60	63	64	71
GPR151 activ	-0.2	0.8	-1.4	-2.4	-0.7	-0.4	1.5
FBW7 act	0.1	-0.1	0.2	0.9	0.1	0.2	0.0
TEAD-YAP block	12	-17	0	-27	-31	-5	4
MITF inh	-11	1	5	0	-11	16	-9
